# Screening results from PubChem BioAssay.
# mIAP inh: blocks mouse intestinal alkaline phosphatase; inhibition, % at 10 µM; purified mouse IAP, CDP-Star luminescence, 30 min; hit rate 0.2% among 330,000; AID 2806;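 active = inhibition of at least 40% at 10 µM in the primary screen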;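 note: plate controls were DMSO with enzyme for no effect and no enzyme wells for full effect; values of inactives mirror those of a sister screen read the other way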
# A3G deaminase: blocks human APOBEC3G single-stranded DNA deamination. recombinant A3G, ssDNA deamination FAM/TAMRA fluorescence. inhibition, % at 20 µM. hit rate 0.28% among 330,000. AID 493012;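 active = inhibition of at least 40% at 20 µM, with no more than 30% in the related APOBEC3A deaminase screen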;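 note: plate controls were DMSO wells with A3G for no effect and wells lacking A3G enzyme for full effect; some compounds called inactive have numbers as strong as hits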
# Target sequence (Q9HC16 whole entry, looked up): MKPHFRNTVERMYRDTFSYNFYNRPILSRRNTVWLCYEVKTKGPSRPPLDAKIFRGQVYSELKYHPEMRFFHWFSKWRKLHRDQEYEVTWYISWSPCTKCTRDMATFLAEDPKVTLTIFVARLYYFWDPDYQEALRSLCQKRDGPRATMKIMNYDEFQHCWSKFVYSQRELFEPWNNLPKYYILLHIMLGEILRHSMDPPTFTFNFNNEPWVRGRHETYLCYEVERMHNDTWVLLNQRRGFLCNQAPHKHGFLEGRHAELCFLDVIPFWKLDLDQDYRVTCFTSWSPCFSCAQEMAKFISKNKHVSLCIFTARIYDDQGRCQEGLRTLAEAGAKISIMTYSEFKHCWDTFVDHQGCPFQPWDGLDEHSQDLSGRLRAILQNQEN
# MPTP inh: inhibitors of mitochondrial permeability transition pore. AID 602449. isolated mouse mitochondria, Ca2+ swelling absorbance, 30 min. inhibition, % at 10 µM. hit rate 1.4% among 360,000;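 active = inhibition of 50% or more, scaled per plate between neutral and stimulator controls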;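 note: 0% = DMSO wells given calcium and 100% = 1 mM EGTA wells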
# MIN6 prolif: induces beta-cell replication in MIN6 cells | MIN6 cells proliferation, ATPlite luminescence, 48 h; cells starved in 0.2% serum; 100% = growth in 10% serum | proliferation, % at 10 µM | hit rate 0.29% among 330,000 | AID 2380;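 active = compounds whose signal lies at least 3.5 SD above the mean of all wells on their plate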;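 note: 0% = DMSO-treated cells in low-serum medium and 100% = 10% serum control; some compounds called inactive have numbers as strong as hits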
# A3A deaminase: inhibitors of human APOBEC3A DNA deaminase; inhibition, % at 20 µM; AID 493011; hit rate 0.41% among 330,000; recombinant A3A, FAM/TAMRA ssDNA deamination fluorescence; P31941;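 active = at least 40% inhibition at 20 µM here, with at most 30% in a related deaminase screen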;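 note: plate controls were A3A with DMSO for no effect and wells lacking A3A enzyme for full effect; some results filed as inactive read as strong as hits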
# Target sequence (P31941 whole entry, looked up): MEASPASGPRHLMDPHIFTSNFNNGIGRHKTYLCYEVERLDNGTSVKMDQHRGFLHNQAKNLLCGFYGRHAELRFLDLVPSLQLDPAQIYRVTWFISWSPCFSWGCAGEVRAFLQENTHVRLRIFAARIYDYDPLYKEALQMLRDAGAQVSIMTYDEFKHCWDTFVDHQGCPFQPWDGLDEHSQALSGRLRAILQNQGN
# hIAP act: human IAP activation; purified human IAP, CDP-Star luminescence, 30 min; hits give high values; 1 = vehicle-only enzyme, 0 = enzyme-free background; activation factor at 10 µM; P09923; hit rate 0.16% among 330,000;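 active = activation factor of the enzyme at least 2-fold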; note: the source names both 10 and 20 µM as test concentration; values of inactives mirror those of a sister screen read the other way
# Target sequence (P09923 whole entry, looked up): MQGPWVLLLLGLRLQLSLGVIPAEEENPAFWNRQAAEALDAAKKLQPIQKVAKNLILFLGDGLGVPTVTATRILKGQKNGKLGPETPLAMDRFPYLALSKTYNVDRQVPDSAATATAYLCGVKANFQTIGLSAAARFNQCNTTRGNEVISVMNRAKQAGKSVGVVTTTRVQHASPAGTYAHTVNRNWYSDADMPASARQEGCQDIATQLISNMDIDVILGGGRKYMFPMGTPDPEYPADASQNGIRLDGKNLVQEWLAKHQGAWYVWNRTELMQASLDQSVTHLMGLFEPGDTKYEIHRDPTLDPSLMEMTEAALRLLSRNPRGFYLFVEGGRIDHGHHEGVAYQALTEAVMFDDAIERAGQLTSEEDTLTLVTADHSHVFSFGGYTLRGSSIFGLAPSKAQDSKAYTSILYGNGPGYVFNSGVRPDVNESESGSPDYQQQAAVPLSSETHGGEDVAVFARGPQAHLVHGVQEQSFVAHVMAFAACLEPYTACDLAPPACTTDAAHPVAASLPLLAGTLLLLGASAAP
# hIAP block: blocks human intestinal alkaline phosphatase. P09923. purified IAP, CDP-Star luminescence, 30 min. inhibition, % at 10 µM. hit rate 0.12% among 330,000;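 active = inhibition reaching a set limit with compound at 10 µM in the primary screen, cut at about 35% in these data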;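 note: plate controls were DMSO wells with enzyme for no effect and no-enzyme buffer wells for full effect; values of inactives mirror those of a sister screen read the other way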
# NR3A LBD binder: NR3A (human) ligand-binding domain modulation. NR3A LBD differential scanning fluorimetry, Tm shift; 0% = protein alone, 100% = glycine-bound protein. Tm shift relative to glycine control, % at 25 µM. hit rate 2.5% among 340,000;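 active = melting temperature shift of at least 10% of the positive control shift, at one fixed dose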
# mIAP activ: increases mouse intestinal alkaline phosphatase activity. activation factor at 10 µM. muIAP, CDP-Star luminescence, 30 min; hits give high values; 1 = vehicle-only enzyme signal, 0 = enzyme-free wells. AID 2805. hit rate 0.24% among 330,000;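 active = activation factor of at least 2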; note: the source names both 10 and 20 µM as test concentration; values of inactives mirror those of a sister screen read the other way
#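 Assay system: mouse IAP enzyme / Compound: DMSO-dissolved test compounds / Timing: 30 min, room temperature / Measured by: luminescence from enzymatic CDP-Star hydrolysis / Control set: DMSO-only wells, enzyme-free buffer wells as negative control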
# The depositor's hits bear a star; x = no result given.
1	CC1CCN(S(=O)(=O)c2ccc(Br)s2)CC1
2	COc1ccc(N/C(=N\c2nc(C)cc(C)n2)NC(=O)C(C)C)cc1OC
3	Fc1cccc(Cl)c1Cn1nnc(-c2ccc(N3CCOCC3)cc2)n1
4	CCOc1ccc2[nH]c(=O)c(CN(Cc3nnnn3CCc3ccccc3)CC3CCCO3)cc2c1 (stereo not given)
5	COc1cc(/C=N/NC(=O)COc2ccc([N+](=O)[O-])cc2)ccc1OCC(=O)N1CCOCC1
6	CCC(C(=O)NCCC1=CCCCC1)n1nc(C)c2c(C)n(-c3ccccc3)nc2c1=O (stereo not given)
Screen / compound no.,1,2,3,4,5,6
mIAP inh,0,-4,-10,-10,8,-5
A3G deaminase,-1,-2,2,-4,-6,3
MPTP inh,0.7,-1.0,0.3,-6.0,-0.4,1.6
MIN6 prolif,-2,0,-1,-1,-1,0
A3A deaminase,2,0,-4,-3,-5,0
hIAP act,0.95,1,1,0.9,1,1.1
hIAP block,5,-3,-1,10,0,-10
NR3A LBD binder,8,1,-2,1,-2,-2
mIAP activ,1,1,1.1,1.1,0.92,1.1

7	CC(C)(C)OC(=O)C[C@@H]1C/C=C\C[C@H](CC(=O)N(CCO)Cc2ccccc2)C(=O)NC[C@H](c2ccccc2)OC1=O
8	Cc1ccccc1N1C(=O)c2cccc3c(N(C)CCO)ccc(c23)C1=O
9	CCOC(=O)c1c(N)sc(=S)c2c1CCC2
10	Cc1ccc(S(=O)(=O)Nc2ccccc2C(=O)N2CCOCC2)cc1
11	CSc1nsc(SCC(=O)Nc2nncs2)n1
12	CC(=O)OC(C(=O)NCc1ccc2c(c1)OCO2)c1ccccc1Cl (stereo not given)
Screen / compound no.,7,8,9,10,11,12
mIAP inh,-5,6,41*,3,2,1
A3G deaminase,-3,-19,45,-9,-11,27
MPTP inh,1.1,0.7,-2.3,-2.6,0.9,0.1
MIN6 prolif,-2,-1,0,4,1,2
A3A deaminase,4,-12,65,-3,0,-1
hIAP act,0.98,1,0.96,1,1,1.3
hIAP block,2,-3,4,-3,-2,-29
NR3A LBD binder,-3,0,-3,-18,0,0
mIAP activ,1,0.94,0.59,0.97,0.97,0.99

13	CC(=O)c1c(C)[nH]c(C(=O)OCC(=O)N2CCN(S(=O)(=O)c3ccc(C)cc3C)CC2)c1C
14	CCOC(=O)Cc1csc(NC(=O)c2ccc3c(c2)OCO3)n1
15	CCNC(=O)NC(=O)COC(=O)CCc1nc(=O)c2ccccc2n1C
16	O=C1C=C(c2ccc3c(c2)OCO3)C[C@@H](c2ccc(Cl)cc2)C1
17	Cc1c(NS(C)(=O)=O)c(=O)n(-c2ccccc2)n1C
18	Cc1ccc(S(=O)(=O)N(Cc2cccc([N+](=O)[O-])c2)C(=O)N2CCN(C)CC2)cc1
Screen / compound no.,13,14,15,16,17,18
mIAP inh,3,-6,-1,-4,2,3
A3G deaminase,-3,-4,0,-13,-3,0
MPTP inh,-0.6,-0.1,0.0,-0.9,-0.6,-1.5
MIN6 prolif,1,-1,1,6,-2,-5
A3A deaminase,2,-3,-1,-4,-2,0
hIAP act,1,1,0.91,1,1,1.5
hIAP block,0,-1,9,-4,-1,-46
NR3A LBD binder,-2,-1,-1,1,2,4
mIAP activ,0.97,1.1,1,1,0.98,0.97

19	CCN(CC)Cc1c(O)ccc2c(=O)c(-c3ccc4c(c3)OCCO4)coc12
20	CCCCn1c(N)c(-c2nc3ccccc3s2)c2c([N+](=O)[O-])nn(C)c(=O)c21
21	CCc1ccc(NC(=O)c2ccc(F)c(S(=O)(=O)NCC3COc4ccccc4O3)c2)cc1 (stereo not given)
22	O=C(/C=C/c1cccc([N+](=O)[O-])c1)c1cccs1
23	COc1cccc(NC(=O)c2ccnc(N3CCC(C(=O)NCc4ccccc4OC)CC3)c2)c1
24	CC1(C)Cc2c(sc(NC(=O)C(=O)N3CCCC3)c2C(N)=O)CO1
Screen / compound no.,19,20,21,22,23,24
mIAP inh,7,15,-1,16,-6,-4
A3G deaminase,-7,-2,-8,-4,-4,-6
MPTP inh,-4.6,97*,84*,1.8,-1.1,-1.7
MIN6 prolif,0,-6,-5,-6,-1,-4
A3A deaminase,-1,-1,-2,-2,-5,-6
hIAP act,0.89,1.1,0.97,0.94,0.82,1.2
hIAP block,11,-11,3,6,18,-17
NR3A LBD binder,-1,-10,16*,0,-7,0
mIAP activ,0.93,0.85,1,0.84,1.1,1

25	Cc1[nH]c2ccc(-c3nnc(SCC(=O)N4CCCc5ccccc54)o3)cc2c1C
26	COc1ccccc1N1CCN(C(=O)c2cccc(Oc3ccccc3)c2)CC1
27	C=CC(=O)NC(NC(=O)C=C)c1ccccc1F
28	COc1ccc(C(=O)/C(=C\c2sccc2C)c2nc3ccccc3o2)cc1
29	C=CCNc1nc2ccccc2c(=O)[nH]1
30	COc1cc(NC(=O)c2sc3ncn(CC(=O)N4CCCCC4)c(=O)c3c2C)cc(OC)c1OC
Screen / compound no.,25,26,27,28,29,30
mIAP inh,-7,3,9,8,1,-1
A3G deaminase,3,-10,-3,-6,-7,4
MPTP inh,5.6,0.8,0.9,x,-0.5,0.1
MIN6 prolif,-3,-3,-2,-3,-3,-3
A3A deaminase,-2,-1,0,0,-3,0
hIAP act,1,1.1,1.1,1,0.89,0.83
hIAP block,-3,-11,-11,-4,11,17
NR3A LBD binder,1,-2,1,x,-1,-2
mIAP activ,1.1,0.97,0.91,0.92,0.99,1

31	O=C(Nc1ccc(C(=O)N2CCCC2)cc1)c1cccc(C(F)(F)F)c1
32	Cc1ccc(Cl)cc1NC(=O)COC(=O)CSc1ccccc1
33	Oc1ccccc1Nc1nc(NCc2ccco2)c2ccccc2n1
34	Fc1ccccc1CSc1nc2ncc(Br)cc2[nH]1
35	N#Cc1ccc(-c2ccc(F)cc2)nc1Oc1ccc(F)cc1
36	CC(C)(C)n1ncc2c(=O)n(CC(=O)N3CCc4ccccc43)cnc21
Screen / compound no.,31,32,33,34,35,36
mIAP inh,10,-17,10,14,6,1
A3G deaminase,-4,-3,-2,-12,-3,-4
MPTP inh,1.0,-1.4,27,2.3,0.7,-0.2
MIN6 prolif,-1,-2,-6,1,-1,-2
A3A deaminase,-2,1,3,-4,-2,2
hIAP act,1,0.79,0.86,0.95,1,1.1
hIAP block,-2,21,14,5,-3,-9
NR3A LBD binder,4,3,24*,-6,-2,2
mIAP activ,0.9,1.2,0.9,0.86,0.94,0.99

37	COc1ccc(N(CC(O)CN2CCCCC2)S(=O)(=O)c2ccc(C)cc2)cc1 (stereo not given)
38	Cc1sc2nc(SCC(=O)c3cc(C)n(CC4CCCO4)c3C)n(C(C)C)c(=O)c2c1C (stereo not given)
39	COc1ccc(/C=C/C(=O)O/N=C(\N)c2ccccn2)cc1OC
40	Cc1ccc2oc(C(=O)NCc3ccccc3)cc(=O)c2c1
41	Cc1c(C(=O)NCc2cccnc2)sc2nc(-c3ccccc3)cn12
42	CCOc1ccc(NC(=O)CCC(=O)NNC(=O)NC2CCCCC2)cc1
Screen / compound no.,37,38,39,40,41,42
mIAP inh,-2,15,4,-15,0,2
A3G deaminase,-4,-5,1,7,-9,-8
MPTP inh,0.8,0.5,-1.7,0.8,-0.4,-0.2
MIN6 prolif,2,-6,0,-4,1,2
A3A deaminase,-2,-3,1,3,-2,-4
hIAP act,1.1,0.91,1,0.87,0.92,1.1
hIAP block,-11,9,-3,13,8,-9
NR3A LBD binder,0,7,0,0,-4,-4
mIAP activ,1,0.85,0.96,1.2,1,0.98

# In another format: 3 of the compounds above.
item	structure	mIAP inh	A3G deaminase	MPTP inh	MIN6 prolif	A3A deaminase	hIAP act	hIAP block	NR3A LBD binder	mIAP activ
39	COc1ccc(/C=C/C(=O)O/N=C(\N)c2ccccn2)cc1OC	4	1	-1.7	0	1	1	-3	0	0.96
42	CCOc1ccc(NC(=O)CCC(=O)NNC(=O)NC2CCCCC2)cc1	2	-8	-0.2	2	-4	1.1	-9	-4	0.98
37	COc1ccc(N(CC(O)CN2CCCCC2)S(=O)(=O)c2ccc(C)cc2)cc1 (stereo not given)	-2	-4	0.8	2	-2	1.1	-11	0	1

# (listing goes on)
43	COc1ccc(N2C(=O)CCC(C(=O)N3CCC(C(N)=O)CC3)C2c2ccc(F)cc2)cc1 (stereo not given)
44	Cc1nnc(SCC(=O)Nc2cccc(S(=O)(=O)N(C)c3ccccc3)c2)s1
45	O=C(CSc1nc2ccccc2[nH]1)Nc1ccc(F)cc1
46	O=C(CC1C(=O)NCCN1Cc1ccccc1C(F)(F)F)NCCN1CCOCC1 (stereo not given)
47	CCCCOc1ccc(CN(C)c2ncnc(N)n2)cc1
48	C/C(=N\NC(=O)c1cc(-c2ccc(Cl)s2)[nH]n1)c1ccncc1
Screen / compound no.,43,44,45,46,47,48
mIAP inh,3,-8,17,4,8,4
A3G deaminase,1,0,-4,-6,-11,-6
MPTP inh,-0.2,6.5,-0.8,-1.3,-0.9,-2.1
MIN6 prolif,-2,0,0,-4,-1,3
A3A deaminase,1,1,-5,-3,-2,-1
hIAP act,1.1,0.83,0.92,0.83,1,1.4
hIAP block,-12,17,8,17,-1,-37
NR3A LBD binder,-1,1,-1,-2,1,5
mIAP activ,0.97,1.1,0.83,0.96,0.92,0.96

49	COc1ccc(NC(=O)N/C=C/c2ccccc2)cc1
50	COCCCn1c(C(=O)N2CC(C)OC(C)C2)cc2c(=O)n3cccc(C)c3nc21 (stereo not given)
51	CN(C)c1ccc(CN(CC2CCCO2)C(=O)c2cc3ccccc3o2)cc1 (stereo not given)
52	C=CCn1c(SCc2nc3c(c(=O)[nH]c(=O)n3CCCC)n2CCC)nnc1-c1ccccc1
53	O=C1Nc2cc(C(=O)NCCCN3CCOCC3)ccc2S/C1=C/c1cccc(Cl)c1
54	N#Cc1c(-c2ccccc2)nc2n(-c3ccccc3)nc(C(=O)Nc3ccccc3)n2c1=O
Screen / compound no.,49,50,51,52,53,54
mIAP inh,-22,-10,-1,-1,9,-3
A3G deaminase,-3,4,-12,-7,-6,-6
MPTP inh,0.2,2.4,0.2,-5.5,1.8,0.4
MIN6 prolif,2,-2,-1,1,-5,-5
A3A deaminase,2,-1,-2,3,-6,-4
hIAP act,1.1,1.5,1,1.2,1.2,0.99
hIAP block,-12,-47,-2,-15,-21,1
NR3A LBD binder,-1,-1,0,-1,-7,-1
mIAP activ,1.2,1.1,1,1,0.91,1

55	O=C(c1cc2ccccc2o1)N1CCN(Cc2ccccc2)CC1
56	CC(C)c1ccccc1NC(=O)CNCCc1ccc(C(F)(F)F)cc1
57	NC(=O)CN(N=Nc1cccc([N+](=O)[O-])c1)c1cccc([N+](=O)[O-])c1
58	O=C(Nn1c(Cc2ccccc2)nc2ccccc2c1=O)c1c(O)c2cccc3c2n(c1=O)CCC3
59	O=C(Nc1ccccn1)C(=O)Nc1ccccn1
60	O=c1[nH]cc(-c2ccc(Br)cc2)n1Cc1ccccc1
61	O=[N+]([O-])c1ccc(Cl)c(S(=O)(=O)Nc2ccc3cn[nH]c3c2)c1
62	Nc1ccn(Cc2ccccc2F)n1
Screen / compound no.,55,56,57,58,59,60,61,62
mIAP inh,4,-6,4,5,2,-10,4,-6
A3G deaminase,-4,12,-4,-8,10,0,-2,-12
MPTP inh,-0.5,7.2,4.5,-2.3,1.1,-0.6,-0.9,-0.4
MIN6 prolif,-5,-5,-1,-5,-4,-1,-5,-2
A3A deaminase,2,4,-1,1,-5,-5,-1,7
hIAP act,0.98,1.1,1.2,1,0.99,1,1.1,1.1
hIAP block,2,-7,-20,-3,1,-4,-12,-8
NR3A LBD binder,0,1,-6,0,-4,1,-6,0
mIAP activ,0.95,1.1,0.95,0.95,0.98,1.1,0.96,1.1
